High-throughput results (PubChem)
PrPC TRFRET: inhibitors of human cell surface prion protein PrPC, primary screen, cell-based, TR-FRET; Major prion protein (Homo sapiens), P04156; TR-FRET read-out; inhibition, % at 13.8 µM; hit rate 0.43% among 370,000; in the data active means inhibition above about 24%; further: 0% = median of the test wells and 100% = reference compound wells
Mtb FBA inh: Mtb FBA enzyme inhibitors, primary screen, biochemical, fluorescence, strain H37Rv | purified M. tuberculosis FBA, fluorescence read-out | Fructose-bisphosphate aldolase (Mycobacterium tuberculosis (strain ATCC 25618 / H37Rv)), … | inhibition, % at 1 µM | hit rate 2.3% among 360,000 | AID 588726, 2011; in the data active means inhibition above about 27%;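 further: 0% = vehicle and 100% = reference inhibitor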
Target sequence (P9WQA3 whole entry, looked up): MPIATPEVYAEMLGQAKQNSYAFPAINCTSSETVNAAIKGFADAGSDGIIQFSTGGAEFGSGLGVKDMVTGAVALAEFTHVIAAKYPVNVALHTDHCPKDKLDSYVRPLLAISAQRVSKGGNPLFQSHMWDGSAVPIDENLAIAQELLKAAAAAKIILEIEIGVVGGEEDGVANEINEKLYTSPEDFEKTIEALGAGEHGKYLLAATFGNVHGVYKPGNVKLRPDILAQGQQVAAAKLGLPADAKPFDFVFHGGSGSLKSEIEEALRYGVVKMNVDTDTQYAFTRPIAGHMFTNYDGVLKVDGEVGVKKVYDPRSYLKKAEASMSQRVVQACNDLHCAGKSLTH
MazF activator: activators of E. coli MazEF toxin-antitoxin RNase, primary screen, biochemical, fluorescence, uHTS | activation, % at 20 µM | hit rate 0.32% among 350,000 | FAM/BHQ RNA-DNA oligo cleavage fluorescence, 5 h; in the data active means activation above about 50%
Target sequence (P0AE70 whole entry, looked up): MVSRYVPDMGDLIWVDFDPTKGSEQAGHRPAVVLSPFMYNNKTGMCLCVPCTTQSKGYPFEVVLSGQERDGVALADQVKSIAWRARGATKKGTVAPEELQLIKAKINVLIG
BoNT F protease: BoNT/F light chain protease inhibitors, primary screen, biochemical, flow cytometry, MLPCN library | hit rate 0.22% among 360,000 | Multiplex microsphere protease cleavage assay | AID 588497, 2011 | inhibition, % at 10 µM | Botulinum neurotoxin type F light chain protease (Clostridium botulinum); in the data active means inhibition above about 35%, passing the limit was not always enough; inconclusive means no clear call, values can overlap the other calls; further: plate controls were buffer without enzyme for full effect and enzyme alone for no effect
FadD28 binding: inhibitors of FadD28 bisubstrate probe binding, primary screen, biochemical, fluorescence polarization, single point | Mycobacterium tuberculosis FadD28 fatty-acid-AMP ligase | inhibition, % at 12.5 µM | hit rate 0.22% among 360,000 | AID 588549, 2011; in the data active means inhibition above about 8.5%, passing the limit was not always enough; inconclusive means no clear call, values can overlap the other calls
GDH-TPI counter: GDH-TPI coupling enzyme inhibitors, primary screen, artefact control for M. tuberculosis FBA inhibitor project, biochemical, absorbance, full deck | GDH-TPI coupled enzyme counterscreen, NADH absorbance | inhibition, % at 4.8 µM | hit rate 1.2% among 360,000; in the data active means inhibition above about 30%;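 further: 0% = DMSO wells and 100% = wells lacking the enzyme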
Mtb UGM inh: M. tuberculosis UGM enzyme inhibitors, primary screen, biochemical, fluorescence polarization, single point; UDP-galactopyranose mutase (Mycobacterium tuberculosis (strain ATCC 25618 / H37Rv)), …; purified UGM, fluorescence polarization probe displacement; inhibition, % at 10 µM; hit rate 0.06% among 320,000; AID 504406, 2011; in the data active means inhibition above about 10%, passing the limit was not always enough; inconclusive means no clear call, values can overlap the other calls
Target sequence (P9WIQ1 whole entry, looked up): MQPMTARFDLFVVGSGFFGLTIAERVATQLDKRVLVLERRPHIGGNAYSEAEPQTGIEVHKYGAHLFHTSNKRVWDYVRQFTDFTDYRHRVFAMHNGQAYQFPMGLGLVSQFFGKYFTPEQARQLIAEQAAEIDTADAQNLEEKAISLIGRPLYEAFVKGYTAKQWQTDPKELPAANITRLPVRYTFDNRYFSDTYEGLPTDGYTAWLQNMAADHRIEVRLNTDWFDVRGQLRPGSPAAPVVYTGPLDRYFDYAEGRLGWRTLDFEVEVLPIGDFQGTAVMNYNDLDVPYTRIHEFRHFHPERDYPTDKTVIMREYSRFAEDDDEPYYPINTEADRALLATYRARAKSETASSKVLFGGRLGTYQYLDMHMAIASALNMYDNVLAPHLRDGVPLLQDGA
Mtb BioA inh: M. tuberculosis BioA enzyme inhibitors, primary screen, biochemical, plate reader, single point, HTS; purified M. tuberculosis BioA enzyme; hit rate 0.096% among 360,000; 7,8-diaminopelargonic acid synthase BioA (Mycobacterium tuberculosis); inhibition, % at 9.99 µM; in the data active means inhibition above about 40%; inconclusive means no clear call, values can overlap the other calls
Rv3671c protease: Rv3671c serine protease inhibitors, primary screen, biochemical, fluorescence polarization, M. tuberculosis H37Rv. P9WHR9. inhibition, % at 5.96 µM. hit rate 0.048% among 320,000; in the data active means inhibition above about 38%;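 further: extracellular domain of Rv3671c used as enzyme; 0% = enzyme with DMSO and 100% = no enzyme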
* hit, by the source's call; ? = inconclusive; · = not tested or not shown.

SMILES	PrPC TRFRET	Mtb FBA inh	MazF activator	BoNT F protease	FadD28 binding	GDH-TPI counter	Mtb UGM inh	Mtb BioA inh	Rv3671c protease
COc1ccc(N2C(=O)/C(=C/c3ccc([N+](=O)[O-])cc3)N=C2C)c(OC)c1	-17	-4	-8	5	-1.5	25	-0.8	·	3
O=S(=O)(NC1CCCC1)c1ccc(Br)s1	0	0	6	0	-1.5	2	1.5	-4.1	0
Cc1ccc(NC(=O)COc2ccc(/C=C3/SC(=Nc4ccccc4)N(Cc4cccnc4)C3=O)cc2)cc1	0	-1	-23	18	-3.5	5	-3.6	·	6
O=C(NCc1ccc2c(c1)OCO2)C1CCCCC1	8	-1	1	?	-5.4	-11	3.9	0.6	-5
CC1(C2CC2)NC(=O)N(CC(=O)Nc2ccc(OC(F)F)cc2)C1=O (stereo not given)	3	-3	2	-4	-4.1	10	·	-0.1	·
Cc1cccc(CNC(=O)C(C)n2nc(C)c3c(C)n(-c4ccccc4)nc3c2=O)c1 (stereo not given)	0	0	10	4	0.3	4	-0.2	6.5	-4
O=C(CCc1ccccc1)Nc1cc(C(F)(F)F)ccc1Cl	1	0	3	-8	1.1	-11	-3.5	0.9	2
COC(=O)c1c(N)sc2c1CCN(c1ncc(C(F)(F)F)cc1Cl)C2	-1	18	-3	12	-2.0	13	-0.4	·	-2
COc1cc(C2N(c3ccccc3)CCN2c2ccccc2)ccc1OC(C)=O	1	0	2	-18	-4.0	15	0.4	-0.2	9
COc1ccc(OCC(=O)N2CCN(Cc3ccc(SC)cc3)CC2)cc1	-4	2	15	-2	-0.9	1	0.0	11	-4
CC(=O)c1sc(NC(=O)CCNC(=O)c2ccco2)nc1-c1ccccc1	-18	-1	-5	-21	-1.8	22	2.1	3.0	-8
COc1ccc(NC(=O)c2ccco2)cn1	-1	-1	-10	13	-2.3	-3	3.1	-4.6	9
NC(=O)CCC(NC(=O)OCc1ccccc1)C(=O)OCC(=O)c1ccccc1 (stereo not given)	-4	0	0	-6	-1.1	3	·	-0.5	·
Cc1oc(-c2ccccc2)cc1C(=O)Nc1ccc2ccccc2c1	1	2	1	-5	0.8	4	1.5	1.9	-10
CC1CCC(NCC(O)c2ccccc2)CC1 (stereo not given)	3	2	-3	5	-3.1	-4	-1.9	·	-7
CC1Cc2cc(/C(O)=C3/C(=O)C(=O)N(CCCn4ccnc4)C3c3ccco3)ccc2O1 (stereo not given)	0	3	6	-7	-1.9	3	3.7	0.9	0
O=S(=O)(c1ccc2nc(N3CCN(c4ccccc4F)CC3)ccc2c1)N1CCCCC1	6	6	-2	4	-0.3	7	-1.4	-2.7	-3
COCCN(CC(=O)Nc1cccc(S(=O)(=O)N2CCCC2)c1)Cc1nc2ccccc2c(=O)[nH]1	2	1	2	-5	-1.8	-2	·	-0.8	·
O=C(COC(=O)CNC(=O)c1cccc([N+](=O)[O-])c1)Nc1ccccc1OC(F)F	-10	1	7	-1	-3.8	2	-0.6	·	-1
C=CCn1c(SCC(=O)Nc2ccccc2C)nc2sc(C)c(C)c2c1=O	5	3	-3	2	0.0	-8	0.5	-0.6	-3
O=C1[C@H]2[C@@H](c3ccc(F)cc3)N3C(=O)N(c4ccc(Br)cc4)C(=O)[C@@]3(Cc3ccccc3)[C@H]2C(=O)N1C1CCCCC1	-4	-2	-4	0	0.7	13	-0.5	-2.8	-4
NS(=O)(=O)c1cccc(NC(=O)COC(=O)CCSc2ccccc2)c1	5	0	10	-15	-0.7	0	0.6	0.9	-3
CN(CCc1ccccn1)Cc1ccc(Cl)cc1	-7	0	5	-3	-3.0	-3	-1.1	-0.4	7
CC(C)OC(=O)c1cccc(C(=O)Nc2cccc(NC(=O)c3cccc(C(=O)OC(C)C)n3)n2)n1	5	3	-10	-7	0.3	-2	2.0	-1.6	6
CC(C)Cn1c(N)c(C(=O)COC(=O)Cc2cccs2)c(=O)n(C)c1=O	5	-2	-1	0	-5.5	-16	-2.3	-1.3	0
CC1CCc2c(sc(NC(=S)NC(=O)c3ccccc3)c2C#N)C1 (stereo not given)	2	0	-10	-4	-1.3	6	-0.5	·	12
N#C/C(=C(/O)COc1ccc(Cl)cc1)c1nc2ccccc2s1	-1	4	-13	-5	3.0	1	-2.6	·	2
S=C(Nc1ccccc1)Nc1nc2ccccc2n1CCOc1ccc(Cl)cc1	10	1	-5	6	-0.5	21	1.2	·	3
CC(C)Oc1ccc(C(=O)NC2CCN(Cc3ccccc3)CC2)cc1	-3	-6	9	9	-1.8	-5	-1.8	0.6	15
CCCCC(=O)Nc1nc(C)c(-c2csc(Nc3cc(Cl)ccc3OC)n2)s1	-1	2	-3	-8	-2.5	13	1.0	-1.4	2
COc1ccc(C(=O)NC2CC3CCCC(C2)N3CC(C)C)cc1OC (stereo not given)	-8	0	-5	-10	-1.4	-3	-0.1	-3.4	3
Cc1cccc(NC(=O)NNC(=O)c2nn(C)cc2Br)c1	-5	3	4	-13	-0.9	11	0.2	-0.2	-5
Cn1c(CNC(=O)c2ccccc2F)nnc1SCC(=O)N1CCN(c2ccccc2)CC1	-1	7	-9	-18	-1.9	5	-4.1	·	2
CC1=CSC2=NC(=O)/C(=C\c3cccn3-c3ccccc3)C(=N)N12	-9	-2	-3	-16	-3.2	13	1.0	-1.1	-10
Cc1ccc(Nc2nc(C(=O)N3CCC(C(=O)NCCN4CCOCC4)CC3)cs2)cc1	0	6	-7	-3	1.2	1	0.6	-0.3	1
CN(C)S(=O)(=O)c1ccc(C(=O)N2CCOCC2)cc1	-5	7	0	6	-1.4	0	0.9	·	1
OCCC1CN(CCCn2cccn2)CCN1Cc1ccccc1 (stereo not given)	-1	-1	4	4	-1.5	-4	3.6	-1.0	-1
O=C(CC1C(=O)NCCN1C(=O)Nc1ccc(Cl)cc1)Nc1ccc(F)cc1 (stereo not given)	-4	-3	-1	-6	-2.1	14	2.0	7.6	7
Cc1ccc(S(=O)(=O)N2CCN(C(=O)COC(=O)c3ccc(C(C)(C)C)cc3)CC2)c(C)c1	-6	0	3	1	-0.2	6	-0.1	-1.3	2
Cc1c(CCC(=O)N2CCC[C@H]2C(=O)O)c(=O)oc2cc3oc4c(c3cc12)CCCC4	·	17	-6	1	-2.7	5	-2.0	0.5	-8

A second format for some results above:
Below each compound: PrPC TRFRET | Mtb FBA inh | MazF activator | BoNT F protease | FadD28 binding | GDH-TPI counter | Mtb UGM inh | Mtb BioA inh | Rv3671c protease
CC1CCc2c(sc(NC(=S)NC(=O)c3ccccc3)c2C#N)C1 (stereo not given)
    2 | 0 | -10 | -4 | -1.3 | 6 | -0.5 | · | 12
N#C/C(=C(/O)COc1ccc(Cl)cc1)c1nc2ccccc2s1
    -1 | 4 | -13 | -5 | 3.0 | 1 | -2.6 | · | 2
S=C(Nc1ccccc1)Nc1nc2ccccc2n1CCOc1ccc(Cl)cc1
    10 | 1 | -5 | 6 | -0.5 | 21 | 1.2 | · | 3
CC(C)Oc1ccc(C(=O)NC2CCN(Cc3ccccc3)CC2)cc1
    -3 | -6 | 9 | 9 | -1.8 | -5 | -1.8 | 0.6 | 15

The list continues:
SMILES	PrPC TRFRET	Mtb FBA inh	MazF activator	BoNT F protease	FadD28 binding	GDH-TPI counter	Mtb UGM inh	Mtb BioA inh	Rv3671c protease
CCOC(=O)COc1c(-c2ccc(OC)cc2)oc2ccccc2c1=O	-1	68*	13	?	-6.2	43*	-0.1	-1.1	6
COc1ccc(CN2CCNC(=O)C2CC(=O)NCc2cc(C)n(C)n2)c(F)c1 (stereo not given)	-1	3	0	-3	-2.4	2	1.6	-1.7	-8
c1ccc(-c2ccc(CN3C[C@@H]4C(c5ccccc5)C5(c6cccnc6)CC4(C5)[C@H]3c3ccccc3)cc2)cc1 (stereo not given in full)	4	-2	-14	0	-0.8	-10	-0.6	2.0	-7
O=C(CN(Cc1ccccc1)C(=O)c1ccco1)NCc1ccc(F)cc1	4	2	8	-15	-1.5	10	-2.9	0.9	3
CCc1ccc(CN(C)C(=O)c2cccc(S(=O)(=O)Nc3ccccc3OC)c2)cc1	4	0	7	?	-3.0	6	·	-0.6	·
CN(CC(=O)NC1CCCc2ccccc21)S(=O)(=O)c1cccs1 (stereo not given)	1	0	1	4	-1.5	2	-0.1	-1.4	-2
Fc1cccc(Cl)c1Cn1ncc2ccccc21	-6	3	-2	-24	1.0	-2	-5.3	2.0	·
c1ccc2c(-c3nc4ccccc4[nH]3)cccc2c1	11	107*	6	4	-4.7	0	·	·	·
CCc1csc(CCNC(=O)C2CCC(=O)N(Cc3cccc(C(F)(F)F)c3)C2)n1 (stereo not given)	-2	3	2	0	-0.1	3	5.5	-0.4	-10
CC(=O)Nc1cccc(OCc2cnc(Cl)s2)c1	-3	-5	9	-4	-2.9	-9	-0.5	-1.0	-5
CSc1ncccc1C(=O)OCC(=O)N1CCc2ccccc21	-1	-4	10	-1	-0.3	6	1.4	-1.2	2
Cc1ccc(C)c(SCC(=O)c2ccc[nH]2)c1	-1	1	2	-7	1.5	0	-5.4	·	0
Cc1ccccc1-n1nc2c(c1NC(=O)c1cc3ccccc3o1)CS(=O)(=O)C2	-10	-2	6	-2	-3.2	6	-0.4	·	7
CCOc1cccc(C(=O)NC(=S)Nc2ccccc2)c1	11	1	5	-6	-3.8	-1	2.0	·	-4
COc1ccc(N2CCN(C(=O)C3CCN(C(=O)c4cccc(Cl)c4)CC3)CC2)cc1	4	0	5	-18	-0.3	3	1.5	-0.1	-4
COc1ccc(-n2c(N)c(C(=O)NCc3ccco3)sc2=S)cc1	-31	-11	4	1	-2.5	-1	3.8	0.7	-4
O=C(NNC(=S)NC(=O)c1cccs1)c1ccc(O)cc1	6	2	0	3	-2.3	26	1.0	-1.5	·
Cc1nnc(SCC(=O)Nc2ccc3c(c2)OCCO3)s1	2	3	-3	-5	-3.4	-6	-1.1	·	5
CN(CC(=O)Nc1cccc(F)c1)C(=O)Cn1c(=O)cnc2ccccc21	-4	0	0	4	55*	6	-0.9	·	-2
CCOc1ccc(S(=O)(=O)Nc2cccc(C(=O)NCC(c3ccc(OC)cc3)N3CCOCC3)c2)cc1 (stereo not given)	0	4	1	6	-4.9	-6	-1.5	2.3	-10
O=C(Nc1ccc(Cl)cc1Cl)c1csc(-c2cccnc2)n1	-6	0	-37	?	-1.7	-8	-2.1	-0.1	7
O=C(COC(=O)c1ccc(S(=O)(=O)N2CCOCC2)cc1)NC1CCCCCCC1	-2	0	-2	-2	-3.7	-4	0.8	-0.2	-3
COc1cc(SC)ccc1C(=O)N1CCN(Cc2ccccc2)CC1	-4	0	9	-5	-1.4	-6	1.5	·	3
NC1=NC2(CCCCC2)N(c2ccc(F)cc2F)C(N)=N1	1	2	-3	-4	1.0	-1	0.5	·	-8
Cc1ccc2c(c1)c1c(n2CC(O)Cn2c(C)nc3ccccc32)/C(=N\O)CCC1 (stereo not given)	·	-4	-2	-3	-1.5	-3	1.8	0.1	7
O=C(NC(=O)c1cc(OCC(F)(F)F)ccc1OCC(F)(F)F)Nc1ccccc1	-4	-2	-2	0	-1.7	-1	3.1	-1.1	-2
Cc1ccc(NC(=O)c2nnn(CC(=O)Nc3ccccc3)c2N)cc1C	1	0	-55	-13	0.9	5	0.0	-1.4	-1
O=S(=O)(c1ccccc1)N1CCCC1c1cccs1 (stereo not given)	0	0	9	·	-2.6	10	0.9	1.3	-2
CNC(CC(=O)c1ccc([N+](=O)[O-])cc1)C(Cl)(Cl)Cl (stereo not given)	·	-3	2	1	-4.4	-6	0.5	·	-1
COC(=O)Nc1nc(Sc2ncc(C(F)(F)F)cc2Cl)n[nH]1	-5	6	2	2	-1.6	-3	1.2	·	-2

Compounds as they come; about 4.8% have a hit in one of these screens.
